# GAA glycogen = alters human alpha-glucosidase cleavage of glycogen; P10253; recombinant GAA, glycogen substrate, Amplex Red glucose oxidase fluorescence; Potency, µM (top dose mostly 76.4 µM), inactives show top-dose activity change, negative = inhibition, actives largely listed as inhibitors; 0.38% of 300,000 active; AID 2100;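 further: potency means the concentration at half of the fitted maximal effect; 0% = full enzyme reaction and -100% = no-enzyme basal signal; the screen sought inhibitors and activators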
#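 Recombinant enzyme (4 nM final) with compounds titrated up to 77 uM and bovine liver glycogen (30 ug) in citrate pH 5.0, 0.01% Tween-20, 37 C 40 min. Released glucose detected by Amplex Red/glucose oxidase (Ex 573/Em 610); AC50 from Hill fits.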
# LMNA splice mod = LMNA splicing modulation | 0.01% of 200,000 active | Potency, µM (doses to about 46.1 µM), for inactives: at the top dose ratio change, negative = inhibition, actives largely listed as inhibitors | AID 1487 | HeLa LMNA splicing GFP/RFP minigene ratio, 48 h; active means well fitted inhibition curve with a large enough effect in the signal ratio, with a control signal flat, not every such curve was filed as active; inconclusive means small, poorly fitted or top-dose-only effect, or effect the other way, or a change in a side signal; the % refers to the signal ratio; further: potency means the concentration at half of the fitted maximal effect; on the % scale 0 is the no-effect control and ±100 the full control effect
#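 S3 HeLa cells stably expressing lamin A-EGFP splicing minigene plus DsRed2, 600 cells/well, 48 h compound exposure at 37C. Laser-scanning cytometry; analysed as GFP (500-530 nm)/RFP (575-640 nm) total intensity ratio; 0.5% DMSO vehicle.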
# HTT aggregate = inhibitors of mutant huntingtin aggregate formation in PC12 cells | PC12 HttQ103-GFP aggregates, Acumen cytometry, 40 h | Potency, µM (titrated, usually from 46.1 µM), for inactives: top-dose activity change, negative = inhibition, most hits filed as inhibitors | 1.1% of 220,000 active | AID 1688; further: potency means the concentration at half of the fitted maximal effect; on the % scale 0 is the no-effect control and ±100 the full control effect; nearly all actives have a fitted effect of over 60% in size
#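 Inducible Q103 Huntingtin exon 1–GFP PC12 line, 1500 cells/well in phenol red free DMEM with 5% equine and 5% calf serum. Tebufenozide 100 nM induced expression; compounds titrated; aggregates quantified by cytometry.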
# HTT ATP protect = protects HTT-Q103 PC12 cells, measured by ATP | PC12 HTT-Q103 induced, cytoprotection, ATP luminescence, 40 h | Potency, µM (series often up to 56.4 µM), inactives show cytoprotection (ATP increase), hits mostly activators | 0.14% of 230,000 active | AID 1471;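 further: potency means the concentration at half of the fitted maximal effect; % of control where 0% means no effect; nearly all actives have a fitted effect of over 45% in size; toxic huntingtin expression switched on by the ecdysone agonist tebufenozide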
#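 PC12 cells with ecdysone-inducible HTT exon 1 Q103-GFP, induced with 100 nM tebufenozide and co-treated with library compounds in a dose series (1536-well, 1500 cells/well). Cytoprotection read as ATP content by ATPlite luminescence.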
# CBFb RUNX1 block = blocks binding between human CBF-beta and RUNX1; Potency, µM (titrated, usually from 59.8 µM), for inactives: top-dose activity, negative = inhibition, hits mostly inhibitors; 230,000 tested, under 10 active; AID 1477; Q01196+Q13951; AlphaScreen CBFb-His/RUNX1-biotin binding, biochemical; further: % of control where 0% means no effect
# Target sequence (Q01196 whole entry, looked up): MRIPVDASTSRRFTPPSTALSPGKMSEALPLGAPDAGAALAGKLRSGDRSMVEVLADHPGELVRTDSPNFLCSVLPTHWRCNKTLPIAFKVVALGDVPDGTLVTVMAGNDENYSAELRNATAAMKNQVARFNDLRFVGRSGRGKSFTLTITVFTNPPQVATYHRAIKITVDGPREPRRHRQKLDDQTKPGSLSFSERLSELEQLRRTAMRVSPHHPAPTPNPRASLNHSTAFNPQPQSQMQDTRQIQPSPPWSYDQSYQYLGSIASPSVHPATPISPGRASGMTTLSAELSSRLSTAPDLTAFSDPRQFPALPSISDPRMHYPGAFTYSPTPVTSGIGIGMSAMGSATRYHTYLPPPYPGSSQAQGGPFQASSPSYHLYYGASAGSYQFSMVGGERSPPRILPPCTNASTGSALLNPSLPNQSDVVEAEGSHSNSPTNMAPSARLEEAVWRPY
# Target sequence (Q13951 whole entry, looked up): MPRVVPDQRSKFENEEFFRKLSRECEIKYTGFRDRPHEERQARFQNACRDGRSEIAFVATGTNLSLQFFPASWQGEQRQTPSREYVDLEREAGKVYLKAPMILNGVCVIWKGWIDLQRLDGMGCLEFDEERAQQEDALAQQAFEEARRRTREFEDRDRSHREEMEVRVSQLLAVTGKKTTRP
#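 Room-temperature protein-protein interaction test with 30 nM each of His-tagged CBF-beta and biotinylated RUNX1, 15 min with compound, then 90 min with nickel plus streptavidin beads. Signal read in AlphaScreen mode.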
# GAA inhib = blocks human lysosomal alpha-glucosidase | Potency, µM (titrated, usually from 76.9 µM), inactives show at the highest dose activity change, negative = inhibition, most hits filed as inhibitors | 0.005% of 200,000 active | P10253 | AID 1466 | purified human GAA, 4-MU-alpha-glucoside fluorescence;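 further: potency means the concentration at half of the fitted maximal effect; plate controls were uninhibited enzyme wells for no effect and no-enzyme background for full effect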
#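 Enzyme (4 nM final) mixed with compound (up to 77 uM), then 4-MU-alpha-D-pyranoside (400 uM final) added; 20 min at room temperature, pH 5.0. Reaction stopped at pH 10, fluorescence read, AC50 derived by Hill fit.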
# GAA spleen mod = lysosomal alpha-glucosidase (human) modulation; P10253; Potency, µM (series often up to 79.9 µM), for inactives: top-dose activity change, negative = inhibition, actives largely listed as inhibitors; human spleen homogenate, 4-MU-alpha-glucoside fluorescence; 0.006% of 240,000 active;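 further: potency means the concentration at half of the fitted maximal effect; 0% = enzyme with vehicle and -100% = no enzyme basal signal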
#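 AC50 values come from Hill-equation fits of concentration-response data, normalized to no-enzyme and full-activity controls. Enzyme source: 1 ug human spleen homogenate; 1 mM fluorogenic 4-MU glucoside, pH 5.0 citrate buffer, 37 C, 40 min.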
# * hit, by the source's call; ? = inconclusive; . = not tested or not shown; [ ] = remark or other dose. Unless noted, the call rests on the fitted dose curve; in most records, active means well fitted curve in the direction sought with a large enough effect; inconclusive means small, poorly fitted or top-dose-only effect, or another doubt; inactive means no such curve, though single readings can be large; an effect the other way counts as inactive or inconclusive.
compound	GAA glycogen	LMNA splice mod	HTT aggregate	HTT ATP protect	CBFb RUNX1 block	GAA inhib	GAA spleen mod
O=C(C1Cc2ccccc2CN1S(=O)(=O)c1ccc(F)cc1)N1CCCCC1 (stereo not drawn)	-2%	-3%	-13%	6%[10 µM]	5%	?	-2%
COCCCN1C(=O)c2ccc(C(=O)Nc3ccccc3OC)cc2C1=O	5%	9%	-6%	-4%	3%	1%	6%
CCOC(=O)C1=C(c2ccccc2)c2cc(OC)ccc2OC1C(=O)OCC (stereo not drawn)	.	.	.	-29%	?	.	-1%[119 µM]
CCOc1ccc(NC(=O)CN(C)Cc2cc(=O)n3c(-c4ccccc4)csc3n2)cc1OCC	-1%	-13%[46 µM]	18%	3%[10 µM]	-13%	7%	4%
CCC(=O)/C=C1\Sc2ccccc2N1CC	2%	2%	-1%	.	4%	-16%	-7%
Cn1ccnc1SCC(=O)c1ccc(Cl)cc1	-4%	.	-7%	-50%[inhibitor]	-2%	0%	-2%
O=C(N/N=C\c1cc(Br)c(Br)o1)c1cncc(Br)c1	-5%	-22%	-11%	20%[10 µM]	0%	3%	6%
C=CCn1cc(C(=O)OCC)c(=O)c2cc(F)c(F)cc21	-1%	.	-9%[9.22 µM]	6%[10 µM]	7%	.	15%
CCOC(=O)c1cnn2c(C(F)(F)F)cc(-c3cn(C)nc3C)nc12	-2%	-9%	-10%	10%[0.074 µM]	3%	?	7%
Cc1csc(C(C)N(C)C(=O)CCc2nnc(CCc3ccccc3)o2)n1 (stereo not drawn)	-1%	.	35%[9.22 µM]	24%[10 µM]	8%	0%	-2%
O=C(CCNS(=O)(=O)c1cccs1)N1CCCCCC1	3%	9%	-9%	5%	8%	14%	-8%
O=C(Nc1ccc(N2CCN(Cc3ccccc3)CC2)cc1)c1cccnc1	-13%	-9%	-9%	-22%[0.074 µM]	2%	-2%	-3%
COc1cc(C)c(NC(c2ccccc2)c2ccccc2)cc1OC	1%	-7%[46 µM]	2%	-9%	?	3%	-14%
Cc1[nH]n(-c2ccccc2)c(=O)c1C(C[N+](=O)[O-])c1ccc(Br)cc1 (stereo not drawn)	?	?	-28%	-1%	-12%	-3%	-11%
COc1cc(NS(=O)(=O)c2ccc(NC(=S)NC(=O)c3sc4ccccc4c3Cl)cc2)nc(OC)n1	-19%	-5%	-25%	12%[10 µM]	-5%	-4%	-4%
O=C(CC1NC(=O)NC1=O)Nc1ccc(Cl)cc1 (stereo not drawn)	11%	0%	9%	15%	-2%	-4%	-3%
O=C(O)c1ccc(CNCc2c(Cl)cccc2Cl)cc1	3%	-1%	-19%	7%[10 µM]	14%	-5%	-8%
Cc1ccc(Cl)cc1NC(=O)CCn1cccc1	2%	20%	16%	-13%	-2%	3%	-6%
Cc1cc(Cl)ccc1NC(=S)N1CCN(Cc2ccc3c(c2)OCO3)CC1	-1%	?	8%	.	?	6%	-9%
O=C(CCn1cnc2ccccc2c1=O)Nc1ccc(Cl)c(Cl)c1	2%	7%	-20%	7%	1%	-1%	-3%
COc1ccc(C(=O)N2c3ccccc3C=CC2C#N)cc1 (stereo not drawn)	-3%	?	16%	-12%[10 µM]	3%	5%	-2%
O=C(NCc1ccc(F)cc1)c1cc2n(n1)C(C(F)(F)F)CC(C1CC1)N2 (stereo not drawn)	5%	-3%	5%	2%	-1%	?	-4%
COc1ccc(-c2cnnn2-c2ccc(NC(=O)/C=C/c3ccc(OC)c(OC)c3)cc2)cc1	-4%	?	1%	-16%[10 µM]	-8%	1%	2%
CCc1c(C)sc(NC(=O)c2cccs2)c1C#N	-4%	-6%	-10%	.	.	-10%	1%
CC(=O)Nc1cccc(NC(=O)CCc2ccccc2)c1	2%	0%	-6%	-19%	7%	-1%	-8%
CC(C)N(C(=O)CSc1nc(COc2ccccc2)nc2ccccc12)C(C)C	-7%	-12%[9.22 µM]	?	-46%[inhibitor][10 µM]	2%	-7%	-16%
O=C1CC2(CCCC2)CC(=O)N1CCNC[C@H]1COc2ccccc2O1	.	.	.	-45%[inhibitor][1.9 µM]	-1%[21.7 µM]	.	3%
O=c1ccnc(Nc2ccc3c(c2)OCCO3)[nH]1	-3%	.	23%	-4%	-3%	2%	4%
CCCS(=O)(=O)N1CCN(Cc2ccc([N+](=O)[O-])cc2)CC1	11%	?	6%	-4%[10 µM]	-2%	-2%	1%
Cc1ccc2nc(C)/c(=N\O)c(C)nc2c1	-28%	16%	12%	-37%	-5%	7%	7%
CC(Oc1ccccc1)C(=O)N1CCN=C1SCc1cccc(F)c1 (stereo not drawn)	0%	.	-4%[9.22 µM]	-6%[10 µM]	13%	.	-3%
CCC(CC)C(=O)Nc1cc(OC)c(OC)cc1C(=O)O	6%	4%	2%	1%	5%	-9%	7%
CCOc1ccc(NC(=O)CN2CCN(CC(=O)Nc3ccc(OC)cc3)CC2)cc1	1%	6%[46 µM]	11%	6%[10 µM]	2%	-12%	0%
CCOC(=O)c1csc(NC(=O)c2cc(OC)c(OC)c(OC)c2)n1	4%	?	9%	-13%	2%	-6%	-7%
C#CCOc1c(Br)cc(/C=N/O)cc1OCC	5%	21%	-33%	12%	-15%	-2%	-2%
O=C(CSc1nc2ccccc2c(=O)n1-c1ccccc1Cl)Nc1cccc(S(=O)(=O)N2CCOCC2)c1	-6%	?	24%	.	-7%	-10%	0%
CCNC(=S)NNC(=O)c1ccncc1	?	.	30%	.	5%	0%	6%
CN(C)[C@@H]1C(=O)C(C(N)=O)=C(O)[C@@]2(O)C(=O)C3=C(O)c4c(O)ccc(Cl)c4[C@@H](O)[C@H]3C[C@@H]12	?	1%	?	.	-21%	-1%[15.4 µM]	-6%
CC(C)C(=O)OCC(=O)Nc1ccc2c(c1)CCC2	-1%	-2%	-3%	14%	1%	-6%	-1%
CCc1nnc(NC(=O)c2sc3nc4c(cc3c2N)CCCCC4)s1	-6%	?	9%	-24%[10 µM]	0%	5%	-17%
CCCCSc1nnc(-c2ccc(OC)cc2)n1C	1%	-12%	-6%	21%[10 µM]	8%	2%	-12%
CC1(C)CSC(=NCCc2ccccc2)N1C(=O)c1ccc(C#N)cc1	6%	-4%	13%	1%[10 µM]	-4%	2%	-4%
O=C(CCN1C(=O)/C(=C\c2cccs2)SC1=S)Nc1ccccn1	4%	-22%[46 µM]	10%	5%	-19%	1%	1%
O=C(CSc1ccccc1)Nc1nc2ccccc2[nH]1	0%	?	1%	3%[10 µM]	-2%	1%	-4%
Cc1nc2cncc(Br)c2n1C	-6%	3%	-18%	16%[0.074 µM]	2%	-11%	-3%
Cc1ccc(C(=O)NCc2ccccn2)cc1Cl	11%	-4%[46 µM]	-1%[9.22 µM]	-19%[10 µM]	-5%	7%	-1%
Brc1ccccc1OCCNCc1ccccc1	-2%	14%[46 µM]	-23%	-60%[inhibitor]	1%	-1%	-22%
O=Cc1sc(Nc2ccccc2)nc1Cl	-5%	?	-8%	?	3%	-4%	-13%
O=C(NCCCN1CCOCC1)c1ccccc1NS(=O)(=O)c1ccc(Br)cc1	1%	.	0%	-13%	1%	0%	2%
CNC(=O)/C(C#N)=C/c1cc(C)n(-c2ccc(N3CCOCC3)cc2)c1C	-9%	.	9%[9.22 µM]	13%[10 µM]	2%	9%	1%
COC(=O)c1cc(COc2ccc3ccc(=O)oc3c2)c(C)o1	-4%	3%	-14%	9%	3%	-1%[15.4 µM]	-5%
Cc1ccsc1/C=N/NS(=O)(=O)c1ccc([N+](=O)[O-])cc1	0%	18%	12%	-6%[0.074 µM]	-6%	5%	4%
Cc1cc(C)c(C(=O)/C=C/c2ccc3c(c2)OCO3)c(=O)[nH]1	5%	.	11%[9.22 µM]	13%[10 µM]	1%	1%	-2%
CCNC(=O)Nc1cc2nc(C)n(Cc3ccc(Br)cc3)c2nc1C	6%	9%	-11%	4%	6%	1%	0%
Cc1ccccc1OCc1nnc(SCC(=O)Nc2ccc3c(c2)oc2ccccc23)n1C	4%	7%	-8%	-2%[10 µM]	0%	-3%	-4%
c1ccc(Oc2cc(-n3cccn3)ncn2)cc1	2%	-8%	8%	-27%	10%	-3%	5%
O=C(N/C(=C\c1cccs1)C(=O)N1CCOCC1)c1ccco1	0%	-2%[46 µM]	.	.	2%	2%	12%
Cc1cc(C)nc(SCC(=O)Nc2ccc(N3CCOCC3)c(Cl)c2)n1	0%	?	?	2%[1.9 µM]	2%	?	-3%
COc1cccc(C(=O)/C=C/Nc2ccc(S(=O)(=O)Nc3onc(C)c3C)cc2)c1	0%	-3%	-14%	12%[10 µM]	-10%	-4%	-4%
CC(=O)Nc1ccc2c(CSc3nnc(N)s3)cc(=O)oc2c1	13%	.	3%[9.22 µM]	14%[10 µM]	-21%	.	3%

# (list continues)
compound	GAA glycogen	LMNA splice mod	HTT aggregate	HTT ATP protect	CBFb RUNX1 block	GAA inhib	GAA spleen mod
CC(C)OC(=O)CC(=O)c1sc2nc3c(cc2c1N)CN(C)CC3	5%	0%	-3%	-3%	10%	-5%	-7%
COc1cccc(NC(=O)COc2ccc(S(=O)(=O)NC(C)C)cc2)c1	-5%	-11%	9%	0%[10 µM]	3%	2%	-6%
O=C1CN(C(=O)COC(=O)CNS(=O)(=O)/C=C/c2ccccc2)c2ccccc2N1	-23%	-8%[46 µM]	0%	-1%	-6%	-5%	11%
O=C(c1cc(-c2ccccc2)on1)N1CCN(C(=O)c2ccco2)CC1	5%	-12%	5%	1%	4%	-12%	-3%
COc1ccc(NS(=O)(=O)c2ccc3oc4ccccc4c3c2)cn1	-11%	?	?	-2%	3%	-9%	-7%
COc1ccc(-c2nnc(SCC(=O)Nc3cc(C)on3)n2N)cc1OC	8%	-5%	36%	-10%	0%	-8%	1%

# Arranged by value in CBFb RUNX1 block (descending): some entries from above.
molecule,GAA glycogen,LMNA splice mod,HTT aggregate,CBFb RUNX1 block,GAA inhib
O=C(c1cc(-c2ccccc2)on1)N1CCN(C(=O)c2ccco2)CC1,5%,-12%,5%,4%,-12%
COC(=O)c1cc(COc2ccc3ccc(=O)oc3c2)c(C)o1,-4%,3%,-14%,3%,-1%[15.4 µM]
Cc1ccc(C(=O)NCc2ccccn2)cc1Cl,11%,-4%[46 µM],-1%[9.22 µM],-5%,7%
